Screening data deposited in PubChem BioAssay by Sanford-Burnham Center for Chemical Genomics.
UBC13 polyUb = UBC13 polyubiquitin chain formation inhibitors, primary screen, biochemical, TR-FRET, uHTS | Ubiquitin-conjugating enzyme E2 N (Homo sapiens), P61088 | 330,000 compounds, 0.47% hits | inhibition, % at 20 µM | AID 485273, 2010; in the data active = inhibition above about 45%, passing the limit was not always enough
Target sequence (P61088 whole entry, looked up): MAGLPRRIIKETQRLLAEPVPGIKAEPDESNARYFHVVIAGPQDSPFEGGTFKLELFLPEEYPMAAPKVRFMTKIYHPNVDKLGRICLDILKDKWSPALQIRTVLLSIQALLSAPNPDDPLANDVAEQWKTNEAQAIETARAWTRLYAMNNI
697 NFkB inh = inhibitors of PMA/ionomycin-induced NF-kB reporter, 697 cells, primary screen, B-cell NF-kB inhibitor project, cell-based, luminescence, uHTS. inhibition, % at 4 µM. 330,000 compounds, 0.33% hits. AID 435022, 2010. 697 B-cell NF-kB luciferase reporter, 16 h; in the data active = inhibition above about 35%
APJ antag = antagonists of human apelin receptor APJ, primary screen, CHO-K1 cells, beta-arrestin complementation, luminescence. P35414. inhibition, % at 20 µM. 330,000 compounds, 0.32% hits. AID 2521, 2010;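 active = inhibition above about 40% at 20 µM, limit read from the data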;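 also: cells challenged with 10 nM apelin-13 agonist together with compound; plate controls were apelin-13 plus DMSO wells for no effect and DMSO wells lacking apelin-13 for full effect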
CXCR6 inh = CXCR6 receptor inhibitors, primary screen, cell-based, beta-arrestin, luminescence, CHO-K1 PathHunter, 1536-well; 360,000 compounds, 0.36% hits; inhibition, % at 20 µM; in the data active = inhibition above about 34%, passing the limit was not always enough;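 also: antagonist mode with CXCL16 agonist at 10 nM final; 0% = 10 nM CXCL16 with DMSO and 100% = unstimulated wells without agonist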
Target sequence (O00574 whole entry, looked up): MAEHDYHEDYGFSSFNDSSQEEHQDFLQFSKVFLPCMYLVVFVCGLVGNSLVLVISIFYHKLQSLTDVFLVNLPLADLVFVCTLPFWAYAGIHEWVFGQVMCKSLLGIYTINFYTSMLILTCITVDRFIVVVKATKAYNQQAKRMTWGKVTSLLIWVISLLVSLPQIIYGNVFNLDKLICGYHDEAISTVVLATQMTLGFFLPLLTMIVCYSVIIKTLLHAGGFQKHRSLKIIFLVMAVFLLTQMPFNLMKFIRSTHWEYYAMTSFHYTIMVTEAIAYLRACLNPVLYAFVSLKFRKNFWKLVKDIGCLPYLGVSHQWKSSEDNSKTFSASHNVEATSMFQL
EBI2 antag = EBI2 receptor antagonists, beta-arrestin recruitment, primary screen, cell-based, luminescence, 7a,25-OHC stimulation, uHTS. AID 651636, 2012. 360,000 compounds, 0.81% hits. inhibition, % at 5 µM. 7a,25-OHC stimulated. G-protein coupled receptor 183 (Homo sapiens), P32249; in the data active = inhibition above about 38%;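 also: enzyme fragment complementation signal reports receptor beta-arrestin coupling in cells; 0% = agonist plus DMSO wells and 100% = wells without agonist; some results beyond the cut were filed as inactive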
Target sequence (P32249 whole entry, looked up, the tested form may be a part): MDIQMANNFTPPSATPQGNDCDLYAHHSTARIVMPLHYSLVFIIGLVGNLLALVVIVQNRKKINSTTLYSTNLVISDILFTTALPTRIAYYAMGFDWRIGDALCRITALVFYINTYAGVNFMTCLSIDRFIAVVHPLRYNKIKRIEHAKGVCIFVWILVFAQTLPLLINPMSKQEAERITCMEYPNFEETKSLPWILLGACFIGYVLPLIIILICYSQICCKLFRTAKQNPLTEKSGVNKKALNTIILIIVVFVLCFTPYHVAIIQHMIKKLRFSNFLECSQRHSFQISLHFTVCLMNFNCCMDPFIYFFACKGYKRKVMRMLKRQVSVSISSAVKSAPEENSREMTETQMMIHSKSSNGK
CCR6 antagonist = CCR6 receptor antagonists, primary screen, cell-based, CHO-K1, luminescence, beta-arrestin, uHTS | 340,000 compounds, 0.49% hits | C-C chemokine receptor type 6 (Homo sapiens), P51684 | inhibition, % at 20 µM | CHO-K1 CCR6 PathHunter beta-arrestin, CCL20-stimulated;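 active = compounds whose inhibition of the agonist-driven luminescence signal at 20 µM reaches about 50%, limit read from the data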;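 also: cells stimulated with CCL20 at 14 nM final; plate controls were DMSO with CCL20 for no effect and DMSO without agonist for full effect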
Gli-Sufu block = Gli-Sufu pathway antagonists, primary screen, luciferase luminescence, Sufu-KO-LIGHT cells, uHTS; inhibition, % at 5 µM; Sufu-KO-LIGHT fibroblasts, Gli luciferase reporter luminescence; 340,000 compounds, 0.74% hits;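 active = inhibition above about 55%, limit read from the data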;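 also: 0% = DMSO-treated cells and 100% = wells with medium but no cells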
Jurkat NFkB inh = inhibitors of induced NF-kB luciferase reporter, primary screen, TCR NF-kB activation inhibitor project, cell-based, luminescence, uHTS; inhibition, % at 4 µM; Jurkat, PMA/ionomycin-induced NF-kB luciferase reporter; 330,000 compounds, 0.53% hits; in the data active = inhibition above about 50%
The depositor's hits bear a star; . = not tested or not shown.

item | smiles | UBC13 polyUb | 697 NFkB inh | APJ antag | CXCR6 inh
1 | Cc1ccccc1-n1c(SCc2c(C)noc2C)nnc1-c1c[nH]c2ccccc12 | 7 | 40* | -17 | 1
2 | COc1ccc(C2C(=O)N(C3CCCCC3)CC(=O)N2CCc2ccccc2)cc1OC (stereo not drawn) | 10 | -2 | -13 | 4
3 | Cc1cc(NC(=O)C(=O)c2cn(C)c3ccccc23)no1 | 4 | 10 | 4 | -5
4 | COC(=O)c1ccc(NC(=S)N2CCC(C(N)=O)CC2)cc1 | -9 | 2 | 2 | -5
5 | Cc1noc(C)c1S(=O)(=O)N1CCC(C(=O)NC2CCN(Cc3ccccc3)CC2)CC1 | 0 | -7 | 2 | 5
6 | O=C(NC(=S)Nc1ccc(NC(=O)c2ccccc2)cc1)c1ccc(F)cc1 | -4 | -26 | 2 | 10
7 | Cc1ccc(NC(=O)NC(=O)CN2CCC(C(N)=O)CC2)c(C)c1 | 1 | -14 | 0 | 9
8 | CC12CC(NC(=O)N1Cc1ccccc1)c1ccccc1O2 (stereo not drawn) | 5 | -10 | 19 | 0
9 | COc1ccc(S(=O)(=O)NCC(c2cccnc2)N2CCN(c3ccccc3)CC2)cc1C (stereo not drawn) | 0 | 5 | 17 | 6
10 | COc1cc(/C=N\NC(=O)c2ccccc2F)ccc1Oc1ccc([N+](=O)[O-])cn1 | -1 | -1 | 8 | -11
11 | CC1CN(C(=O)c2cc(-c3ccncc3)nc3ccccc23)CC(C)O1 (stereo not drawn) | -11 | 11 | 6 | 7
12 | Cc1ccc(N=Cc2c(O)n(-c3ccc4c(c3)OCO4)c(=O)c3ccccc23)cc1 | -13 | 11 | -3 | -4

item | EBI2 antag | CCR6 antagonist | Gli-Sufu block | Jurkat NFkB inh
1 | 17 | -1 | 21 | -10
2 | 3 | 5 | 0 | -6
3 | -6 | 17 | -9 | 0
4 | -9 | -2 | -1 | 11
5 | 5 | -7 | 5 | 16
6 | -4 | 22 | -7 | 9
7 | -11 | 10 | -50 | -46
8 | -1 | -20 | -3 | 10
9 | -2 | 16 | 9 | 6
10 | 7 | 11 | -7 | 23
11 | -7 | 11 | -14 | 0
12 | 5 | 8 | -24 | 5

Following part
item | smiles | UBC13 polyUb | 697 NFkB inh | APJ antag | CXCR6 inh
13 | O=C(CCC(=O)Nc1nnc(C2CCCCC2)s1)NCc1ccc(F)cc1 | -8 | -30 | 2 | -4
14 | OC(Cc1ccncc1)(c1ccccc1)c1ccccc1 | 7 | -6 | 24 | -6
15 | O=c1[nH]ncn1-c1ccccc1C(F)(F)F | 4 | 10 | 6 | -22
16 | O=C(CCC1CCCCC1)NCCN1CCOCC1 | -2 | 14 | 9 | 4
17 | Cn1c(CN2CCOCC2)nnc1SCc1ccccc1 | 0 | 16 | 13 | 3
18 | O=C1NC(=Nc2ccccc2)S/C1=C\c1cccnc1 | -12 | 12 | 16 | -5
19 | Cc1[nH]c(C)c(S(=O)(=O)Nc2cccc(Cl)c2C)c1C(=O)N1CCCC1 | 1 | 14 | -26 | -3
20 | COc1cc(C(=O)NC(=S)N(CCc2ccccc2)CCc2ccccc2)cc(OC)c1OC | -18 | -14 | 33 | 20
21 | CCOc1ccc(C(C)C)cc1S(=O)(=O)n1ccnc1C | 2 | -15 | 12 | 3
22 | Nc1nonc1C(=Nc1ccccc1)NO | -8 | 15 | -2 | 1
23 | Cc1ccc(NC(=O)CN(C)C(=O)c2cc(-c3ccccc3)nn2-c2ccccc2)cc1 | 7 | 3 | 22 | 5
24 | C/C(CCc1ccc2c(c1)OCO2)=N\N=C1\NC(=O)CC(C(=O)Nc2ccc(C(=O)O)cc2)S1 (stereo not drawn) | . | . | . | 11

item | EBI2 antag | CCR6 antagonist | Gli-Sufu block | Jurkat NFkB inh
13 | 7 | 9 | -11 | -4
14 | 2 | -3 | -9 | 7
15 | -10 | 1 | 7 | -2
16 | -9 | 1 | -15 | -2
17 | -11 | 0 | -1 | -6
18 | 45* | -2 | 2 | 17
19 | -3 | -13 | -2 | 5
20 | 8 | 31 | 10 | 2
21 | -3 | 8 | 1 | -6
22 | -2 | -12 | -2 | 0
23 | -5 | 12 | -12 | -1
24 | -13 | 15 | 1 | .

Later entries
item | smiles | UBC13 polyUb | 697 NFkB inh | APJ antag | CXCR6 inh
25 | Cc1cccc(-n2c(N)cc(=O)nc2SCC(=O)Nc2ccccc2)c1 | 5 | 17 | 18 | 6
26 | Nc1nc(-c2ccccc2)c(-c2ccccc2)s1 | 7 | 17 | 15 | -5
27 | Cc1ccccc1OCc1nnc(SCC(=O)Nc2c(C)n(C)n(-c3ccccc3)c2=O)n1-c1ccccc1 | 9 | 6 | -1 | 9
28 | Cc1noc(C)c1COc1cccc(C(=O)N(C)Cc2nc3ccccc3c(=O)[nH]2)c1 | -12 | 12 | -22 | 6
29 | Cc1cc(C)c(OCCN2C(=O)NC(C)(C)C2=O)c(Cl)c1 | 3 | 4 | 4 | 4
30 | COc1ccc(CCN(C)C(=O)/C=C/c2c(Cl)nc3ccccn23)cc1OC | -9 | 0 | -17 | 6
31 | CCOc1ccc(S(=O)(=O)NCCC(=O)NCC(c2ccc(OC)cc2)N2CCCC2)cc1 (stereo not drawn) | 12 | -10 | 9 | 3
32 | O=C(c1cc(COc2ccc(F)c(F)c2)on1)N1CCSCC1 | 11 | -26 | 8 | -2
33 | O=C(NCc1ccco1)C1CCN(c2ccc(N3CCOCC3)nn2)CC1 | 9 | -7 | -71 | -4
34 | CC(=O)c1cc2c(cc1C)CCCC2(C)C | . | . | . | -7
35 | Cc1cc(C)cc(NC(=O)CSc2nnc(Cc3cccn3C)n2-c2ccc(F)cc2)c1 | 11 | 2 | 17 | 2
36 | O=C(NC12CC3CC(CC(C3)C1)C2)N1CCN(c2ccccn2)CC1 | 6 | 0 | 13 | 10

item | EBI2 antag | CCR6 antagonist | Gli-Sufu block | Jurkat NFkB inh
25 | 3 | -54 | -5 | 23
26 | 9 | 15 | 0 | 2
27 | 8 | 8 | 3 | 0
28 | -5 | 2 | 6 | 2
29 | -14 | -11 | 2 | -5
30 | 5 | 6 | 19 | -9
31 | -2 | -2 | 6 | -6
32 | -7 | 6 | -11 | -27
33 | -7 | 0 | -1 | -18
34 | -7 | -3 | -8 | .
35 | 5 | 19 | 0 | 9
36 | 4 | 7 | 0 | -3

Next compounds follow.
item | smiles | UBC13 polyUb | 697 NFkB inh | APJ antag | CXCR6 inh
37 | O=C(NCc1ccc(F)cc1)C(=O)NCC1OCCN1C(=O)c1ccc(Cl)cc1 (stereo not drawn) | -6 | -17 | 3 | -12
38 | O=C(O)CCN1C(=O)CC2(CCCCC2)C1=O | -2 | -2 | -21 | -2
39 | COC(=O)[C@H]1C[C@@H]1[C@H](NC(=O)c1cccnc1)c1ccccc1 | 7 | 17 | 2 | -4
40 | COc1ccc2[nH]cc(S(=O)(=O)c3ccc(F)cc3)c(=O)c2c1 | -4 | -29 | -17 | -9
41 | O=C(O)CCC(=O)N1N=C(c2ccc(Br)cc2)CC1c1cccs1 (stereo not drawn) | -3 | -9 | 6 | -4
42 | Cc1ccc(C)c(N2CCN(C(=O)c3cc(S(=O)(=O)N4CCOCC4)cn3C)CC2)c1 | -9 | -2 | 2 | 1
43 | Cn1nc(-c2ccc(C(=O)Nc3cccnc3)cc2)c2ccccc2c1=O | 4 | 3 | 8 | -8
44 | N#Cc1c(Nc2ccccc2)sc(C(=O)C2CC2)c1N | -5 | -22 | -8 | 2
45 | COc1cc2ccccc2cc1C(=O)N1CCN(C(C)=O)CC1 | -1 | -6 | 9 | 5
46 | O=[N+]([O-])c1ccc(/C=N/NC(=S)Nc2ccc(Cl)cc2Cl)s1 | -54 | -20 | 5 | 11
47 | Cc1ccc(C2(C(F)(F)F)NC(=O)N3C(=C2C#N)Nc2ccccc23)cc1 (stereo not drawn) | -1 | -10 | -9 | -7
48 | CN1CCN(CCNC(=O)Nc2ccccc2[N+](=O)[O-])CC1 | -6 | 11 | -6 | -4

item | EBI2 antag | CCR6 antagonist | Gli-Sufu block | Jurkat NFkB inh
37 | 2 | -1 | -10 | 3
38 | -9 | -10 | 3 | -6
39 | -5 | 8 | -33 | 22
40 | -4 | -7 | . | -4
41 | -11 | 9 | -6 | 7
42 | 1 | 8 | 10 | -10
43 | -5 | -13 | 3 | 5
44 | -1 | 7 | 4 | -3
45 | 66* | 5 | 0 | 7
46 | 19 | 18 | 14 | -11
47 | -7 | 11 | 0 | 4
48 | -7 | 0 | 5 | -9

An excerpt of these results, field by field:
#40 COc1ccc2[nH]cc(S(=O)(=O)c3ccc(F)cc3)c(=O)c2c1
  UBC13 polyUb: -4 | 697 NFkB inh: -29 | APJ antag: -17 | CXCR6 inh: -9 | EBI2 antag: -4 | CCR6 antagonist: -7 | Gli-Sufu block: . | Jurkat NFkB inh: -4
#37 O=C(NCc1ccc(F)cc1)C(=O)NCC1OCCN1C(=O)c1ccc(Cl)cc1 (stereo not drawn)
  UBC13 polyUb: -6 | 697 NFkB inh: -17 | APJ antag: 3 | CXCR6 inh: -12 | EBI2 antag: 2 | CCR6 antagonist: -1 | Gli-Sufu block: -10 | Jurkat NFkB inh: 3
#44 N#Cc1c(Nc2ccccc2)sc(C(=O)C2CC2)c1N
  UBC13 polyUb: -5 | 697 NFkB inh: -22 | APJ antag: -8 | CXCR6 inh: 2 | EBI2 antag: -1 | CCR6 antagonist: 7 | Gli-Sufu block: 4 | Jurkat NFkB inh: -3
#39 COC(=O)[C@H]1C[C@@H]1[C@H](NC(=O)c1cccnc1)c1ccccc1
  UBC13 polyUb: 7 | 697 NFkB inh: 17 | APJ antag: 2 | CXCR6 inh: -4 | EBI2 antag: -5 | CCR6 antagonist: 8 | Gli-Sufu block: -33 | Jurkat NFkB inh: 22

(more compounds)
item | smiles | UBC13 polyUb | 697 NFkB inh | APJ antag | CXCR6 inh
49 | O=C(COC(=O)CNC(=O)c1ccc(Cl)cc1)Nc1ccc2c(c1)OCCO2 | -1 | 6 | 16 | -3
50 | Cc1nnc(NC(=O)c2ccc(S(=O)(=O)N3CCc4ccccc4C3)cc2)o1 | -41 | -10 | -5 | 5
51 | CCNC(=O)CSc1nnc(-c2cccc(S(=O)(=O)N3CCOCC3)c2)o1 | 1 | -10 | -14 | -6
52 | CCCC(C)NC(=O)COc1ccc(S(=O)(=O)c2ccc(OCC(=O)NC(C)CCC)cc2)cc1 (stereo not drawn) | 6 | -10 | -7 | -1
53 | CCOc1nc(C)cc(COC)c1C(N)=O | 1 | -12 | 13 | 3

item | EBI2 antag | CCR6 antagonist | Gli-Sufu block | Jurkat NFkB inh
49 | -6 | -4 | 2 | 5
50 | -7 | 11 | -6 | -21
51 | 2 | 0 | -8 | -16
52 | 1 | 5 | 2 | 25
53 | 0 | -11 | 0 | -8

Not a hit list (roughly 3% active in at least one column).
